Screening data (PubChem BioAssay)
bIAP inhibitor: blocks bovine intestinal alkaline phosphatase activity. inhibition, % at 20 µM. purified bovine IAP, CDP-star luminescence, 30 min. 190,000 tested, under 10 active;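 active = over 50% inhibition of intestinal alkaline phosphatase at 20 µM in the single-dose screen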
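Incubation: 30 min reaction at room temperature / Material: purified bovine intestinal alkaline phosphatase (IAP) enzyme / Input: enzyme at 1/65,000,000 dilution / Dosing: 20 µM single dose / Signal: CDP-star luminescence signal / Reagent: CDP-star chemiluminescent phosphatase substrate, 30 µM final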
TR-FRET SRC-2 ct: flags TR-FRET format artefacts in PPARgamma SRC-2 recruitment agonist screen. hit rate 0.4% among 200,000. TR-FRET artefact counter-screen; active compounds read high. TR-FRET ratio at 8 µM; in the data active = TR-FRET ratio above about 2000; also: inactives centre near 1500; reference of the scale not given here
PPARg SRC3 recr: promotes SRC-3 coactivator recruitment by human PPARgamma; P37231; biochemical PPARgamma/SRC-3 coactivator recruitment assay; activation, % at 8 µM; hit rate 0.26% among 200,000; AID 731; in the data active = activation above about 23%;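 also: 0% = DMSO and 100% = reference agonist; some compounds past the cut are filed as inactive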
Target sequence (P37231 whole entry, looked up): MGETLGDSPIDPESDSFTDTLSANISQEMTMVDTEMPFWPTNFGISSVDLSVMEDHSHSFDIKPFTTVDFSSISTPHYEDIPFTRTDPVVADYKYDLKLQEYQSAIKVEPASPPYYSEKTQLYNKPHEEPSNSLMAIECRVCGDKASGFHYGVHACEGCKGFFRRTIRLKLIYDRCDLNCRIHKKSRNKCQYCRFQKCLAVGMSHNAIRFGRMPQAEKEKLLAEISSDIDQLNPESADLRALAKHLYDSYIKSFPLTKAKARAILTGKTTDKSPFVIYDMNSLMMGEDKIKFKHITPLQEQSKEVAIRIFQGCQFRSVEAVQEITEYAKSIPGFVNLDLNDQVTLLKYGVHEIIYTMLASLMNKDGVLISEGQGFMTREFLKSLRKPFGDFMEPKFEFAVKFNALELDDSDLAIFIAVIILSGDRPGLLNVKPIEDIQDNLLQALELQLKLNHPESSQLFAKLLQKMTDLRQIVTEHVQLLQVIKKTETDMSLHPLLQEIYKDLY
Redox H2O2 prof: compounds producing H2O2 with reducing agent – biochemical, NIH compound library profiling, artefact control for MLSCN library redox annotation, primary screen; DTT-dependent redox cycling H2O2, phenol red/HRP absorbance; 100% = 100 µM peroxide control, 0% = buffer; activation, % at 10 µM; hit rate 0.03% among 200,000;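 active = activation of at least 50% relative to the plate's high and low controls in the primary single-dose screen; inactive = activation below 50%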;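 also: compound incubated with DTT at 0.8 mM final as the reducing agent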
TLR4-MyD88 BLA: blocks binding of human TLR4 to MyD88 | HeLa CL3-4 TLR4/MyD88 BLA complementation, FRET ratio | inhibition, % at 8.4 µM | hit rate 0.18% among 200,000 | AID 861; in the data active = inhibition above about 25%;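 also: 0% = vehicle and 100% = reference inhibitor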
S1P3 antag: blocks the human S1P3 receptor; hit rate 0.27% among 170,000; CHO S1P3 NFAT-BLA reporter, FRET fluorescence, antagonist mode; AID 485; inhibition, % at 4.98 µM; Q99500;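 active = inhibition above the plate cutoff, the mean inhibition of test wells on that plate plus 3 SD, cut at about 28% in these data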;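 also: cells challenged with S1P at its EC80 of 0.8 µM; blue over green emission ratio from cleaved BLA substrate after 4 h stimulation; 0% = S1P-stimulated wells and 100% = unstimulated DMSO-only wells; some compounds past the cut are filed as inactive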
PPARg SRC1 recr: PPARgamma-driven SRC-1 recruitment agonism; P37231; PPARgamma-SRC-1 coactivator recruitment biochemical assay; activation, % at 8 µM; hit rate 0.41% among 200,000; AID 631; in the data active = activation above about 19%;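 also: 0% = DMSO and 100% = reference agonist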
PPARg SRC2 recr: PPARgamma-driven SRC-2 recruitment agonism. PPARgamma LBD-SRC-2 recruitment, biochemical. activation, % at 8 µM. hit rate 0.34% among 200,000; in the data active = activation above about 22%;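 also: 0% = vehicle and 100% = reference agonist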
ROMK primary: modulators of human ROMK potassium channel. AID 1918. B-score at 10 µM. P48048. hit rate 2% among 130,000. Tet-inducible ROMK, thallium flux fluorescence; actives lie on both sides;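 active = signal ratio slope over the read window, or its plate-corrected B-score, at least 3 SD from the plate mean, either direction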;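 also: B-score of the F/F0 ratio slope over 7 to 12 s after thallium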
Target sequence (P48048 whole entry, looked up): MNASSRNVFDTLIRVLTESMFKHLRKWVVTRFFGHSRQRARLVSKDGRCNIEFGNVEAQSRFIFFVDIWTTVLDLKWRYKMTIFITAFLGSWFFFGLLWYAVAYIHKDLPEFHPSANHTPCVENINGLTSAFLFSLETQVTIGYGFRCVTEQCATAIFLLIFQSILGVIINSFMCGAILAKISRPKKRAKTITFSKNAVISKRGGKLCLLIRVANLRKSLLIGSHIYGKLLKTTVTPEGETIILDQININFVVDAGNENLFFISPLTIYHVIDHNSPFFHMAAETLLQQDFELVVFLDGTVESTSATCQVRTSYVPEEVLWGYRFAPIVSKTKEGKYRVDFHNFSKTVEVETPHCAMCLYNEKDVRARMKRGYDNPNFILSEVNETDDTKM
bIAP activator: intestinal alkaline phosphatase (bovine) activation; activation factor at 20 µM; purified bovine IAP, CDP-star luminescence, 30 min; active compounds read high; fold of DMSO-control signal, blank-subtracted; AID 1016; hit rate 0.17% among 200,000;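 active = activation factor of 2 or more at 20 µM, a signal rise over negative controls twice the positive control's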
Lmaj promast: inhibitors of Leishmania major promastigote growth | Leishmania major promastigotes, resazurin fluorescence viability | inhibition, % at 10 µM | hit rate 9% among 200,000; in the data active = inhibition above about 50%;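 also: promastigotes grown with compound for 44 hours at 28 °C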
* hit, by the source's call; . = no result given. Rows are unselected. Share with any hit: about 11%.

Order of values: bIAP inhibitor | TR-FRET SRC-2 ct | PPARg SRC3 recr | Redox H2O2 prof | TLR4-MyD88 BLA | S1P3 antag | PPARg SRC1 recr | PPARg SRC2 recr | ROMK primary | bIAP activator | Lmaj promast
CCCCC(CC)C(=O)Nc1cccc(SC)c1 (stereo not given)
    13 | 1457 | -2 | 0.9 | -6 | 9 | -6 | -1 | -0.038 | 0.9 | 17
Clc1ccc(COc2ccccn2)c(Cl)c1
    14 | 1521 | -14 | 0.6 | -6 | . | 6 | 14 | -0.2 | 0.9 | 4
COc1ccc(-c2csc(NC(=O)CSc3nc(C)cs3)n2)cc1
    . | 1539 | -3 | -1.1 | -4 | . | -4 | 0 | -0.0037 | . | 1
COc1ccc(CNC(C)C2COc3ccccc3O2)c(OC)c1 (stereo not given)
    0 | 1577 | -1 | -2.7 | -9 | 22 | 5 | 11 | . | 1 | 33
Cc1cc(C)n(CC(=O)N2CCCC(C(=O)c3cccc(OC(C)C)c3)C2)n1 (stereo not given)
    -2 | 1492 | -3 | 1.1 | -11 | -3 | 9 | -6 | -0.18 | 1 | -3
O=C(c1ccc(N2CCN(C3CC(=O)N(c4ccc(F)cc4)C3=O)CC2)cc1)c1cccnc1 (stereo not given)
    5 | 1615 | 2 | 0.5 | -5 | . | 5 | 0 | . | 0.9 | 2
COc1ccccc1NC(=O)CSc1nc2ccccc2n1C(C)=O
    9 | 1514 | 6 | 1.5 | 0 | 6 | 4 | 4 | . | 0.9 | 12
CC(C)OCCCNC(=O)C(C)Oc1ccccc1 (stereo not given)
    4 | 1557 | 1 | 0.3 | -3 | . | 2 | 3 | -0.58 | 1 | -1
Cc1ccc(-n2c(N)c(C#N)c(-c3ccccc3)c(C#N)c2=O)cc1
    5 | 1423 | -15 | 0.5 | 3 | . | 0 | -1 | -0.0013 | 1 | -3
O=C(COc1ncnc2ccc(Br)cc12)N1CCOCC1
    -2 | 1369 | -1 | 2.2 | 10 | 4 | 3 | 2 | 1.1 | 1 | -5
CN1CCN(C(=O)c2ccc(CSc3ccc(Cl)cc3)cc2)CC1
    9 | 1442 | 0 | 0.5 | -3 | -5 | 0 | -7 | . | 0.9 | 100*
CCN(CCCNC(=O)CCCOc1cc(=O)n(C)c2ccccc12)Cc1ccccc1
    -9 | 1638 | 5 | -0.9 | 2 | 7 | 4 | 6 | 1.3 | 1.1 | 86*
O=C(CCc1ccccc1)Nc1ccccc1
    7 | 1390 | 1 | -0.6 | -4 | -9 | -4 | 0 | 0.97 | 0.9 | -6
Nc1nc2ccccc2n1C(=O)c1ccc(F)cc1
    -10 | 1097 | -3 | -0.2 | -5 | -9 | -8 | -7 | 1.2 | 1.1 | 28
Cc1cccc(N2N=C(C(=O)N3CC(=O)Nc4ccccc43)CCC2=O)c1
    5 | 1860 | -3 | -0.2 | -3 | 10 | 12 | 6 | . | 1 | -3

Part of the list above, as labelled records.
> COc1ccccc1NC(=O)CSc1nc2ccccc2n1C(C)=O
  bIAP inhibitor = 9 | TR-FRET SRC-2 ct = 1514 | PPARg SRC3 recr = 6 | Redox H2O2 prof = 1.5 | TLR4-MyD88 BLA = 0 | S1P3 antag = 6 | PPARg SRC1 recr = 4 | PPARg SRC2 recr = 4 | ROMK primary = . | bIAP activator = 0.9 | Lmaj promast = 12

> CN1CCN(C(=O)c2ccc(CSc3ccc(Cl)cc3)cc2)CC1
  bIAP inhibitor = 9 | TR-FRET SRC-2 ct = 1442 | PPARg SRC3 recr = 0 | Redox H2O2 prof = 0.5 | TLR4-MyD88 BLA = -3 | S1P3 antag = -5 | PPARg SRC1 recr = 0 | PPARg SRC2 recr = -7 | ROMK primary = . | bIAP activator = 0.9 | Lmaj promast = 100*

> Cc1cccc(N2N=C(C(=O)N3CC(=O)Nc4ccccc43)CCC2=O)c1
  bIAP inhibitor = 5 | TR-FRET SRC-2 ct = 1860 | PPARg SRC3 recr = -3 | Redox H2O2 prof = -0.2 | TLR4-MyD88 BLA = -3 | S1P3 antag = 10 | PPARg SRC1 recr = 12 | PPARg SRC2 recr = 6 | ROMK primary = . | bIAP activator = 1 | Lmaj promast = -3

Following part:
Order of values: bIAP inhibitor | TR-FRET SRC-2 ct | PPARg SRC3 recr | Redox H2O2 prof | TLR4-MyD88 BLA | S1P3 antag | PPARg SRC1 recr | PPARg SRC2 recr | ROMK primary | bIAP activator | Lmaj promast
COCCNC(=O)C(C)Oc1ccc(Cl)cc1Cl (stereo not given)
    6 | 1684 | 0 | -0.4 | -10 | . | 2 | -2 | . | 0.9 | -6
CC1(C(=O)N/N=C/c2ccc([N+](=O)[O-])o2)CC1(Br)Br (stereo not given)
    4 | 1623 | 4 | -0.3 | -14 | 2 | 5 | 6 | . | 1 | 98*
Cc1ccc2[nH]c3c(=O)n(Cc4ccccn4)cnc3c2c1
    1 | 1601 | 9 | -2.8 | -14 | . | 4 | 2 | . | 1 | -4
O=C(Nc1ccc(Oc2cccnc2)cc1)c1ccc([N+](=O)[O-])cc1
    0 | 1560 | -1 | -1.1 | 14 | -19 | -11 | 1 | 0.18 | 1 | -2
CCN(CC)S(=O)(=O)c1ccc(C)c(N=C=S)c1
    -14 | 1539 | 0 | -0.8 | 6 | -8 | -3 | -1 | -2 | 1.1 | -1
Cc1ccc(C(=O)NCC(=O)OCC(=O)N2CCCc3ccccc32)cc1
    9 | 1813 | 2 | . | -8 | -2 | -4 | 5 | . | 0.9 | 50
Cc1cc2ccccc2c(=O)n1CC(=O)NCC(=O)N1CCN(c2ccccc2)CC1
    2 | 1560 | -8 | 0.2 | 18 | 2 | -1 | -16 | 0.42 | 1 | 0
CCSc1nnc(NC(=O)c2cc(-c3ccc(C)c(C)c3O)n[nH]2)s1
    0 | 1505 | -2 | 0.3 | 10 | -13 | -2 | -5 | . | 1 | -4
CC(C)NC(=S)N1CCn2c(nc3ccccc32)C1
    26 | 1623 | 6 | 0.4 | -10 | 3 | 12 | 10 | -0.19 | 0.7 | -4
Cc1nnc(SC2CC(=O)N(c3ccccc3)C2=O)s1 (stereo not given)
    -16 | 1561 | -7 | 0.4 | -5 | . | 7 | 0 | . | 1.2 | 0
O=C(OCCCN=C1NS(=O)(=O)c2ccccc21)c1cccs1
    -27 | 1504 | 5 | 0.5 | -12 | -14 | 2 | 2 | -0.37 | 1.3 | -4
CC(C)C(=O)Nc1ccc(N2CCN(S(C)(=O)=O)CC2)cc1
    3 | 1545 | 5 | -0.3 | 1 | -9 | -2 | -1 | . | 1 | -5
Cc1ccc(NC(=O)C(C)N2C(=O)c3ccccc3C2=O)cc1S(=O)(=O)N1CCOCC1 (stereo not given)
    4 | 1531 | -1 | -1.8 | -12 | -2 | 8 | 2 | -0.043 | 1 | -6
Cc1cc(NC(=O)CN2CCN(S(=O)(=O)c3ccc(Cl)cc3)CC2)no1
    9 | 1618 | 5 | 2.2 | 15 | . | 3 | 6 | -1.3 | 0.9 | -3
CCC(C)NC(=O)c1ccc(CSc2nc3ccncc3n2Cc2ccc(F)cc2)cc1 (stereo not given)
    -1 | 1526 | 10 | 0.4 | -6 | 3 | 2 | -2 | 0.012 | 1 | -1

Sorted by the number under S1P3 antag (descending): some entries from above
Compound	S1P3 antag
CC(C)NC(=S)N1CCn2c(nc3ccccc32)C1	3
Cc1ccc(NC(=O)C(C)N2C(=O)c3ccccc3C2=O)cc1S(=O)(=O)N1CCOCC1 (stereo not given)	-2
O=C(OCCCN=C1NS(=O)(=O)c2ccccc21)c1cccs1	-14

Further structures follow:
Order of values: bIAP inhibitor | TR-FRET SRC-2 ct | PPARg SRC3 recr | Redox H2O2 prof | TLR4-MyD88 BLA | S1P3 antag | PPARg SRC1 recr | PPARg SRC2 recr | ROMK primary | bIAP activator | Lmaj promast
CN1C(=O)N(C)C2C1NC(=O)N2C (stereo not given)
    3 | 1519 | -15 | 1.3 | 1 | 1 | 6 | -4 | . | 1 | 5
Cc1cc(NC(=O)c2ccco2)ccc1NC(=O)Cc1cccs1
    -24 | 1632 | 13 | -1.1 | 1 | . | -2 | -1 | 1.6 | 1.2 | -4
CCOc1ccccc1NC(=O)Nc1ccc(Br)cn1
    3 | 1653 | 1 | 0.4 | -2 | 6 | 0 | -6 | 0.61 | 1 | -4
CCOc1ccc(N2CC(C(=O)NCCN3C(=O)S/C(=C\c4cccnc4)C3=O)CC2=O)cc1 (stereo not given)
    -5 | 1475 | 0 | -3.0 | 9 | -19 | 3 | -2 | 0.44 | 1 | -5
Cn1c(-c2cccc3ccccc23)n[nH]c1=S
    8 | 1711 | 2 | -0.1 | -19 | 5 | -9 | 3 | -0.023 | 0.9 | -7
CCOC(=O)Cc1cc(OC)c(OC)cc1Cc1cc(OC)c(OC)cc1CC(=O)OCC
    -5 | 1625 | 7 | -3.6 | 8 | . | 4 | 14 | -0.22 | 1.1 | 0
O=C1CN(C(=O)/C=C/c2ccco2)c2ccccc2N1
    0 | 1508 | -2 | -1.1 | -6 | -2 | -7 | -5 | -0.012 | 1 | -2
CC(CN1CCCCC1)OC(=O)Cc1ccc(Cl)cc1 (stereo not given)
    7 | 1461 | -11 | 2.7 | 11 | 3 | 0 | 0 | . | 0.9 | -7
Cc1csc(=NC(=O)c2ccccc2)n1CCO
    14 | 1492 | -1 | 0.3 | 7 | . | 2 | 5 | 0.77 | 0.9 | -2
COc1cc(NC(=S)NC(=O)c2cc(C)cc(C)c2)ccc1NC(=O)c1cccs1
    6 | 1510 | 3 | 3.2 | -2 | . | 5 | 5 | . | 0.9 | -5
Cc1nn(C)c(Oc2ccc(Cl)cc2)c1C(=O)Nc1ccc(F)cc1F
    3 | 1832 | 11 | -0.4 | 4 | . | 6 | 7 | . | 1 | -4
CC1CCCC(NC(=O)COC(=O)CCSc2ccccc2)C1C (stereo not given)
    -5 | 1576 | 4 | -0.5 | 6 | 7 | -2 | 14 | 0.38 | 1 | -8
Cc1noc(C)c1C(=O)Nc1ccc(F)c(F)c1
    18 | 1497 | -7 | 0.3 | -8 | . | -4 | 0 | -0.41 | 0.8 | -3
CCCCN(CCCNC(=O)C1CCN(S(=O)(=O)N2CCOCC2)CC1)Cc1ccccc1
    -8 | 1574 | 6 | -0.7 | -1 | 1 | -6 | 1 | . | 1.1 | -1
CCOc1c2ccc(C(=O)N[C@H](C)C3CCCCC3)cc2nn1CCOC
    4 | 1414 | 3 | -3.5 | -5 | . | -4 | -2 | . | 1 | -5
CC(=O)N1C(=S)NC(=O)/C1=C1/C(=O)N(CC(=O)Nc2cccc(C)c2)c2ccccc21
    7 | 1687 | 0 | 0.5 | -11 | -11 | 1 | 7 | 0.9 | 0.9 | 47
Cc1ccc(Cn2nnc3c(=O)[nH]c(C4CCCN(S(=O)(=O)c5ccccc5)C4)nc32)cc1 (stereo not given)
    -1 | 1410 | -2 | 0.1 | 3 | . | 2 | 0 | -1.3 | 1 | 0
